# From PubChem
# Hck-Nef inh = human Hck-Nef kinase inhibition | inhibition, % at 20 µM | P08631 | hit rate 0.68% among 220,000 | AID 463187 | Recombinant Hck-YEEI plus Nef, Z-Lyte FRET kinase assay;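 active = Hck-Nef kinase inhibition above about 50%, limit read from the data; inactive = inhibition below that limit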;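 note: 0% = DMSO with Hck plus Nef and 100% = Hck alone without Nef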
# KCC2 mod = modulators of human KCC2 chloride dependent transport; hit rate 2.2% among 190,000; KCC2 cells, thallium flux FluoZin-2 fluorescence; AID 1456; Q9H2X9; B-score of Tl+ flux slope (higher = more flux/activation; lower = inhibition) at 10 µM;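 active = thallium flux slope and its plate-corrected score both differing from the plate sample mean at a set confidence after two filtering rounds, in either direction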;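 note: slope of fluorescence scaled to starting intensity during 10 to 20 s after thallium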
# Rad51 HR inh = Rad51 (human) homologous recombination inhibition; hRad51 DNA strand exchange, fluorescence dequenching; inhibition, % at 10 µM; hit rate 0.085% among 200,000; AID 1385;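 active = inhibition above 40% at the single screening dose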;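 note: 0% = DMSO control wells and 100% = blanks with heterologous ssDNA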
#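 Material: human Rad51–ssDNA filaments; Probe or stimulus: labelled 47-mer dsDNA for strand exchange; Doses: single 10 µM dose; Incubation: 37 °C 15-min filament assembly, 30-min compound preincubation, 15-min exchange; Technique: FRET fluorescence dequenching, excitation 485 nm, emission 520 nm; Measure: Fluorescence-based percent inhibition, control- and blank-normalised; Benchmarks: plate control and blank wells.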
# zVAD death inh = blocks zVAD induced death of L929 cells | L929 zVAD necroptosis rescue, ATP luminescence, 24 h; with zVAD 60 µM | hit rate 0.38% among 220,000 | viability rescue, % at 10 µM;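 active = activation, scaled between plate controls, above about 75%, limit read from the data; inactive = activation under that limit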;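 note: 0% = zVAD with DMSO and 100% = DMSO alone without zVAD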
# FXIIa inh 1536 = blocks human coagulation factor XIIa protease activity. purified FXIIa, Boc-QGR-AMC fluorogenic substrate, 2 h. inhibition, % at 5 µM. AID 800. P00748. hit rate 0.3% among 220,000; in the data active = inhibition above about 40%;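 note: 0% = enzyme with no compound and 100% = blank without enzyme; many of its hits are not listed in these tables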
# KLK5 inh = kallikrein 5 (human) inhibition. Q9Y337. recombinant hK5, fluorogenic AMC substrate cleavage. inhibition, % at 5 µM. hit rate 0.59% among 210,000;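 active = inhibition of 40% or more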;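 note: 0% = enzyme controls without compound and 100% = no-enzyme blanks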
# Target sequence (Q9Y337 67-293 limits assumed): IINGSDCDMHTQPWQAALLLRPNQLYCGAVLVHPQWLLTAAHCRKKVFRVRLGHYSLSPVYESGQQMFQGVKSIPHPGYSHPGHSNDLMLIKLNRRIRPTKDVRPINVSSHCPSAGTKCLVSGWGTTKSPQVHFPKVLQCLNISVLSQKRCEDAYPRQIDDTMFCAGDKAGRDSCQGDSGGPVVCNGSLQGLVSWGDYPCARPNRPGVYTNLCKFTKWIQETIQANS
# FXIa inh = blocks human coagulation factor XIa protease activity; AID 798; inhibition, % at 5 µM; purified FXIa, Boc-Glu-Ala-Arg-AMC fluorogenic substrate; hit rate 0.14% among 220,000;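 active = inhibition of at least 40%; inactive = inhibition below 40%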;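 note: fluorescence of freed AMC excited at 355 nm; 0% = enzyme without compound and 100% = no enzyme blank; many of its hits are not listed in these tables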
# Target sequence (P03951 19-387 limits assumed): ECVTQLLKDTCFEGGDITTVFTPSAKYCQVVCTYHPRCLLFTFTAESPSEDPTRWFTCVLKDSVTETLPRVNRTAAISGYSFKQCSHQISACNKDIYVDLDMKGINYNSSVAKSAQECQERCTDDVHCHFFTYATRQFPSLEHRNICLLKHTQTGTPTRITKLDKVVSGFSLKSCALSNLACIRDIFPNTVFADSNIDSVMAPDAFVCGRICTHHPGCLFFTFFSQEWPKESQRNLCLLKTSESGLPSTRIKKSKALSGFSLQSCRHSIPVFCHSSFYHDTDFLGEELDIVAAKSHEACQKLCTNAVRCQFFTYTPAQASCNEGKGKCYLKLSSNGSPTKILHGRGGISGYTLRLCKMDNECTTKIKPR
# Target sequence (P03951 388-625 limits assumed): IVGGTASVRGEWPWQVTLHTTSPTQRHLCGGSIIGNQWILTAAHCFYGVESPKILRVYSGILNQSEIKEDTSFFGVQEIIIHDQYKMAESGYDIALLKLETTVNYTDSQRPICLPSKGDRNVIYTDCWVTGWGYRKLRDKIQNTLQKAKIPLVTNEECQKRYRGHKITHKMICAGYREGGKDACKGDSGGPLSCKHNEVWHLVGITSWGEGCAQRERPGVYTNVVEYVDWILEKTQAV
# Thrombin inh = thrombin (human) inhibition; P00734; alpha-thrombin, Boc-VPR-AMC fluorogenic substrate cleavage; inhibition, % at 5 µM; hit rate 0.26% among 220,000; AID 1046;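 active = inhibition at or above 40%; inactive = inhibition below 40%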;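 note: 0% = enzyme with no compound and 100% = wells without enzyme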
#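 System – human alpha-thrombin · Medium – pH 7.5 Tris (50 mM) with NaCl 150 mM, Tween 20 0.05% · Compound – single-point dosing at 5 µM, 0.2% DMSO · Incubation – enzyme reaction carried out at room temperature · Technique – fluorescence of released AMC, ex 355 nm, em 460 nm · Read-out basis – % inhibition of thrombin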
# TNF death inh = TNF-alpha cell death inhibition in Jurkat FADD-/- cells | activation (protection from cell death), % at 10 µM | Jurkat FADD-/- TNF necroptosis rescue, ATP luminescence, 24 h; 0 = TNF only, 100 = no-TNF cells | hit rate 0.068% among 220,000;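 active = activation, meaning protection from cell death, of at least 50% relative to plate controls; inactive = activation below 50%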;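 note: necroptosis triggered by 40 ng/mL TNF-alpha added together with compound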
# * = called active by the depositor; nt = no result given. A portion of the library, so the mix of outcomes need not match the whole.
(1) N=C1C(c2nc(-c3ccc(Cl)cc3)cs2)=C(O)CN1CCCN1CCOCC1
(2) Cc1cccc2[nH]c3c(N4CC=C(c5ccc(F)cc5)CC4)ncnc3c12
(3) CC(C)=CC(O)C/C(C)=C/COc1ccc2ccc(=O)oc2c1 (stereo not drawn)
(4) CC(C)c1onc(C(=O)NCc2ccccn2)c1[N+](=O)[O-]
(5) CCC(=O)Nc1ccc(-n2nnnc2SCC(=O)NNC(=O)c2ccco2)cc1

compound no.	1	2	3	4	5
Hck-Nef inh	-4	19	41	4	20
KCC2 mod	0.27	-0.25	-0.6	0.054	0.47
Rad51 HR inh	10	2	1	13	22
zVAD death inh	3.6	-0.3	1.1	0.5	0.0
FXIIa inh 1536	6	1	5	1	12
KLK5 inh	-9	4	-3	-7	1
FXIa inh	-8	6	0	-4	2
Thrombin inh	-21	-3	-2	-2	4
TNF death inh	1.4	-5.0	0.2	-0.5	2.1

(6) Cc1ccc(-c2nc(C)sc2CC(=O)O)cc1
(7) O=[N+]([O-])c1cccc(-c2noc(COc3ccccc3)n2)c1
(8) Cc1ccc(NC(=O)N2CCc3ccccc3C2)cc1
(9) CCNC(=S)SCCOc1ccccc1C
(10) NC(=O)CC(NC(=O)c1ccccc1)c1ccc(NCCc2ccc(F)cc2)c([N+](=O)[O-])c1 (stereo not drawn)

compound no.	6	7	8	9	10
Hck-Nef inh	8	22	13	3	25
KCC2 mod	-0.65	0.048	nt	0.038	-0.046
Rad51 HR inh	2	2	-11	-5	6
zVAD death inh	-0.3	1.4	0.1	0.1	-0.6
FXIIa inh 1536	9	13	-4	7	10
KLK5 inh	-6	-5	0	16	0
FXIa inh	-1	1	-9	5	0
Thrombin inh	-1	-11	-6	4	-3
TNF death inh	0.1	0.5	0.4	-2.9	2.2

(11) CC1=NC(=O)C(N=Nc2ccccc2C)N1c1ccccc1 (stereo not drawn)
(12) CC(=O)Nc1ccc(NC(=O)CSc2nnc(C)c(=O)[nH]2)cc1
(13) O=C(CN(C(=O)CNC(=O)c1ccco1)c1ccc2c(c1)OCCO2)NC1CCCCC1
(14) CC(C)CC(=O)Nc1cccc(-c2csc(-c3ccccc3)n2)c1
(15) COc1ccccc1NS(=O)(=O)c1ccc(C)c(C(N)=O)c1

compound no.	11	12	13	14	15
Hck-Nef inh	8	-11	26	-1	4
KCC2 mod	-0.23	1.7	-0.26	nt	1.9
Rad51 HR inh	nt	3	-9	3	2
zVAD death inh	-0.5	2.2	5.4	1.4	-0.3
FXIIa inh 1536	nt	6	12	7	-1
KLK5 inh	nt	0	5	-25	-6
FXIa inh	nt	-4	1	-2	-21
Thrombin inh	nt	-9	-4	4	-6
TNF death inh	-1.5	1.1	-0.2	-2.8	-2.3

# Record cards, from the list above.
# CC(=O)Nc1ccc(NC(=O)CSc2nnc(C)c(=O)[nH]2)cc1 is listed as Hck-Nef inh = -11; KCC2 mod = 1.7; Rad51 HR inh = 3; zVAD death inh = 2.2; FXIIa inh 1536 = 6; KLK5 inh = 0; FXIa inh = -4; Thrombin inh = -9; TNF death inh = 1.1
# CC1=NC(=O)C(N=Nc2ccccc2C)N1c1ccccc1 (stereo not drawn) is listed as Hck-Nef inh = 8; KCC2 mod = -0.23; Rad51 HR inh = nt; zVAD death inh = -0.5; FXIIa inh 1536 = nt; KLK5 inh = nt; FXIa inh = nt; Thrombin inh = nt; TNF death inh = -1.5

# New compounds follow
(16) CCOC(=O)N1CCN(S(=O)(=O)c2cc(-c3nn4c(C)nnc4c4ccccc34)ccc2C)CC1
(17) CC(=O)c1ccc(-n2nnnc2SCC(=O)N2CCN(C(=O)c3ccco3)CC2)cc1
(18) NC(=O)C1CCN(C(=O)c2cc3n(n2)C(C(F)(F)F)CC(c2ccco2)N3)CC1 (stereo not drawn)
(19) N#Cc1cc2c(nc1Cl)CCC2
(20) O=C(N/N=C/c1ccccn1)C1CC1

compound no.	16	17	18	19	20
Hck-Nef inh	1	6	3	14	3
KCC2 mod	-1	nt	1.5	-0.069	-0.38
Rad51 HR inh	3	-1	-2	18	-2
zVAD death inh	0.2	-0.1	-0.4	-0.3	-0.8
FXIIa inh 1536	13	6	18	8	8
KLK5 inh	-5	3	-9	-9	-8
FXIa inh	8	4	7	6	-11
Thrombin inh	2	0	1	5	-7
TNF death inh	-4.1	1.5	-1.2	1.2	0.3

(21) CC(=O)N1CCc2cc(Br)cc(S(=O)(=O)NCCCN3CCC(C)CC3)c21
(22) Cc1cc(NC(=O)c2ccc(S(=O)(=O)N3CCOCC3)cc2)nc2c1c(=O)oc1ccccc12
(23) COc1ccc(-c2cnc(SCC(=O)Nc3cc(C)on3)n2Cc2ccco2)cc1
(24) O=C(NC1CCCCC1)c1cnn2c(C(F)(F)F)cc(-c3ccco3)nc12
(25) COc1ccc(C(=O)CSc2nnc(-c3ccco3)n2C)cc1
(26) Cc1cc(C)c(-c2cc(NC(=O)COC(=O)c3ccc(CO)cc3)n(-c3ccccc3)n2)cc1C
(27) Cc1c(NC(=O)Nc2c(Cl)cccc2Cl)c(=O)n(-c2ccccc2)n1C
(28) CCOc1ccccc1/C=N/NC(=O)c1cccc(S(=O)(=O)N(CC)CC)c1

compound no.	21	22	23	24	25	26	27	28
Hck-Nef inh	-10	7	-16	1	0	-35	14	5
KCC2 mod	-0.0087	nt	-1.5	-1.8	-1.4	0.52	-0.037	-0.008
Rad51 HR inh	nt	nt	nt	11	-4	nt	11	10
zVAD death inh	0.2	-0.4	-1.2	-0.2	-0.1	0.1	-0.2	1.5
FXIIa inh 1536	10	14	12	9	-4	5	7	6
KLK5 inh	-10	0	-8	-19	34	-10	0	-2
FXIa inh	0	-5	2	1	4	-5	4	-1
Thrombin inh	0	-1	5	5	33	-5	1	-10
TNF death inh	-0.7	-15	0.0	-5.3	2.1	3.4	0.3	1.5

# Twelve entries from above, arranged by length of the SMILES, highest first:
(26) Cc1cc(C)c(-c2cc(NC(=O)COC(=O)c3ccc(CO)cc3)n(-c3ccccc3)n2)cc1C
(22) Cc1cc(NC(=O)c2ccc(S(=O)(=O)N3CCOCC3)cc2)nc2c1c(=O)oc1ccccc12
(18) NC(=O)C1CCN(C(=O)c2cc3n(n2)C(C(F)(F)F)CC(c2ccco2)N3)CC1 (stereo not drawn)
(13) O=C(CN(C(=O)CNC(=O)c1ccco1)c1ccc2c(c1)OCCO2)NC1CCCCC1
(21) CC(=O)N1CCc2cc(Br)cc(S(=O)(=O)NCCCN3CCC(C)CC3)c21
(28) CCOc1ccccc1/C=N/NC(=O)c1cccc(S(=O)(=O)N(CC)CC)c1
(27) Cc1c(NC(=O)Nc2c(Cl)cccc2Cl)c(=O)n(-c2ccccc2)n1C

compound no.	26	22	18	13	21	28	27
Hck-Nef inh	-35	7	3	26	-10	5	14
KCC2 mod	0.52	nt	1.5	-0.26	-0.0087	-0.008	-0.037
Rad51 HR inh	nt	nt	-2	-9	nt	10	11
zVAD death inh	0.1	-0.4	-0.4	5.4	0.2	1.5	-0.2
FXIIa inh 1536	5	14	18	12	10	6	7
KLK5 inh	-10	0	-9	5	-10	-2	0
FXIa inh	-5	-5	7	1	0	-1	4
Thrombin inh	-5	-1	1	-4	0	-10	1
TNF death inh	3.4	-15	-1.2	-0.2	-0.7	1.5	0.3

(14) CC(C)CC(=O)Nc1cccc(-c2csc(-c3ccccc3)n2)c1
(15) COc1ccccc1NS(=O)(=O)c1ccc(C)c(C(N)=O)c1
(25) COc1ccc(C(=O)CSc2nnc(-c3ccco3)n2C)cc1
(20) O=C(N/N=C/c1ccccn1)C1CC1
(19) N#Cc1cc2c(nc1Cl)CCC2

compound no.	14	15	25	20	19
Hck-Nef inh	-1	4	0	3	14
KCC2 mod	nt	1.9	-1.4	-0.38	-0.069
Rad51 HR inh	3	2	-4	-2	18
zVAD death inh	1.4	-0.3	-0.1	-0.8	-0.3
FXIIa inh 1536	7	-1	-4	8	8
KLK5 inh	-25	-6	34	-8	-9
FXIa inh	-2	-21	4	-11	6
Thrombin inh	4	-6	33	-7	5
TNF death inh	-2.8	-2.3	2.1	0.3	1.2
